# Screens as filed in PubChem.
# NR2E3 ag-1 = NR2E3 agonists in two-hybrid cells, primary screen, cell-based, luminescence, CHO-S, Gal4-NCOR/VP16-NR2E3. Photoreceptor-specific nuclear receptor (Homo sapiens), Q9Y5X4. 360,000 compounds, 0.35% hits. luciferase. inhibition of corepressor binding, % at 3.98 µM. AID 602229, 2012;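 active = inhibition above the mean of all tested compounds plus 3 SD, cut at about 70% in these data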;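 note: 0% = DMSO with NR2E3 transfected cells and 100% = cells lacking NR2E3 construct; higher means lower luciferase signal from less NR2E3 corepressor binding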
# Target sequence (Q9Y5X4 whole entry, looked up, the tested form may be a part): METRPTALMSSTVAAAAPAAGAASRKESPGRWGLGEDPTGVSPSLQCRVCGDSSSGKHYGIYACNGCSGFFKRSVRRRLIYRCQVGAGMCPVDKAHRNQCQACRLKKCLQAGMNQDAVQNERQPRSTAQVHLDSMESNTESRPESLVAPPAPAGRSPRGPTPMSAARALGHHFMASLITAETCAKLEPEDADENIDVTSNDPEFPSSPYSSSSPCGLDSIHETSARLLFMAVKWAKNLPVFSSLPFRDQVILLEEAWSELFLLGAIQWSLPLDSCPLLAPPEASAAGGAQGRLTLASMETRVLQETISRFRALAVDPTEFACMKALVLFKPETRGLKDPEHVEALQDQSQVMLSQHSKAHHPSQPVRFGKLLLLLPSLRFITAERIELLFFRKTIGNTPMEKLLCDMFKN
# Peg3 promoter = Peg3 promoter-driven luciferase inhibitors, primary screen, cell-based, HeLa, luciferase luminescence; HeLa PEG-Prom luciferase reporter, overnight; inhibition, % at 20 µM; 360,000 compounds, 1.7% hits; AID 588405, 2011;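 active = inhibition of at least 50% at 20 µM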
# NR2E3 ag-2 = inhibitors of NR2E3-RetCOR corepressor binding, primary screen, NR2E3 agonist project, biochemical, TR-FRET, GST-NR2E3, biotin-RetCOR; Photoreceptor-specific nuclear receptor (Homo sapiens), Q9Y5X4; 1536-well; inhibition of corepressor binding, % at 4.78 µM; 320,000 compounds, 0.12% hits; AID 2300, 2010;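 active = percent inhibition above the cutoff of mean plus 3 SD of all tested compounds, set per screening campaign, cut at about 20% in these data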;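 note: 0% = DMSO wells and 100% = biotin wells as full block of FRET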
#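 Material: NR2E3–RetCOR corepressor complex / Incubation: Compound–protein incubation for 5 h at 4 °C / Dosing: compound at 4.8 µM, single dose / Detection: time-resolved FRET / Benchmarks: high control biotin, low control 0.6% DMSO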
# TRPM1 prom inh = inhibitors of MITF-dependent TRPM1 promoter reporter, primary screen, cell-based, SK-MEL-5, single point, luciferase; SK-MEL-5 TRPM1 promoter luciferase, 24 h; 330,000 compounds, 0.83% hits; inhibition, % at 12.5 µM;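 active = mean inhibition across replicates of 60% or more, whatever share of single replicates reaches that level; inconclusive = some that reach 60%, reason not given; inactive = mean inhibition across replicates below 60%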; note: values of inactives mirror those of a sister screen read the other way
# Shn3 inh set2 = reduction of Shn3 3'UTR firefly luciferase signal, primary screen, Schnurri-3 inhibitor project, cell-based, Clone20 osteoblasts, set 2; Clone20 osteoblast Shn3 3'UTR firefly luciferase, 24 h; 360,000 compounds, 0.52% hits; AID 588674, 2011; inhibition, % at 12.5 µM;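 active = mean inhibition of at least 75% with every replicate also reaching 75%; inconclusive = mean inhibition at least 75% but some replicate below; inactive = mean inhibition below 75%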;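 note: 0% = median of neutral control wells and 100% = pilot-screen positive control compound; some compounds past the cut are filed as inactive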
# KKLEB cytotox = cytotoxicity in KKLEB CF airway cells, primary screen, cytotoxicity control for CF NF-kB inhibitor project, cell-based, uHTS, fluorescence assay plates; KKLEB CF airway cells viability, ATPlite luminescence, overnight; active compounds read low; cells stimulated with P. aeruginosa culture filtrate; AID 602141, 2011; activity change (cytotoxicity), % at 5 µM; 360,000 compounds, 0.36% hits;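 active = corrected activity change at or below -50% at 5 µM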
# PDI turbidity = inhibitors of human PDI, primary screen, biochemical, turbidity, single point, plate reader | inhibition, % at 10 µM | PDI insulin aggregation turbidity, A650, 90 min | 350,000 compounds, 0.052% hits;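 active = mean inhibition across replicates of 30% or more, whatever share of single replicates reach that level; inconclusive = mean inhibition below 30% while every single replicate reaches 30%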;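 note: absorbance from insulin aggregation driven by PDI reduction with DTT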
# Target sequence (P07237 whole entry, looked up): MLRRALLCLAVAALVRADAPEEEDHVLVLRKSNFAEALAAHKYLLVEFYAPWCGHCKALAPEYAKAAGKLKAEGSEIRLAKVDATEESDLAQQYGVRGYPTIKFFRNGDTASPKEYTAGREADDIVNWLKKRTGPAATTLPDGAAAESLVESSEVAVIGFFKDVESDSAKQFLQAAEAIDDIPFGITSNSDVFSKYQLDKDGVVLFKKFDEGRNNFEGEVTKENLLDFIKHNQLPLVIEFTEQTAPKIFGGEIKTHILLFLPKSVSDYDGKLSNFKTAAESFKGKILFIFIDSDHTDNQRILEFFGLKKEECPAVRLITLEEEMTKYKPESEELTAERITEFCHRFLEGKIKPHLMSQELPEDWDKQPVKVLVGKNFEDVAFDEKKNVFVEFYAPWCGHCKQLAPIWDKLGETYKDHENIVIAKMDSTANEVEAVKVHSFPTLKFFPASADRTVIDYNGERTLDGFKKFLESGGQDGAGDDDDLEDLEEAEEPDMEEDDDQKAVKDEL
# Vif inh = HIV Vif self-association inhibitors, primary screen, imaging, HEK293T, single point; 340,000 compounds, 0.35% hits; inhibition, % at 7.49 µM; HEK293T cells, Vif self-association by quenched fluorescence, 24 h; in the data active = inhibition above about 50%, passing the limit was not always enough; inconclusive = no clear call, values can overlap the other calls; inactive = below about 31%; note: some results filed as inactive read as strong as hits
# CF NFkB inh = inhibitors of PAF-induced NF-kB signaling, primary screen, cell-based, GFP fluorescence, uHTS | KKLEB NF-kB-GFP reporter, GFP fluorescence overnight | inhibition, % at 5 µM | 360,000 compounds, 0.86% hits;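 active = at least 50% inhibition at 5 µM, scaled per plate between neutral and stimulator controls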;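 note: PAF is a Pseudomonas aeruginosa culture filtrate used as stimulus; plate controls were PAF-stimulated DMSO wells for no effect and unstimulated DMSO wells for full effect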
# HIF-2a inh = HIF-2a reporter inhibitors, primary screen, luminescence, 786-0 RCC cells. 786-0 RCC cells HIF-2a reporter, luciferase luminescence, overnight. inhibition, % at 18.8 µM. 360,000 compounds, 0.72% hits. AID 624352, 2012;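 active = inhibition of the luminescence signal of 40% or more relative to plate controls, in a single-dose primary screen at 18.75 µM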
# CaV13 ICDI inh = Primary screen for inhibitors of IQ motif and Ca2+-dependent inactivation inhibitor domain binding in CACNA1D, Förster resonance energy transfer in living cells, …; HEK cells, CFP/YFP FRET ICDI-IQ, plate reader, 10 min; percent FRET-ratio fall versus neutral wells; inhibition, % at 12.3 µM; 340,000 compounds, 0.098% hits; AID 743397;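 active = mean replicate inhibition of at least 30% and at least 1% of replicates passing that level; inconclusive = only one of the two criteria is met; inactive = neither criterion is met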;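 note: 0% = median of the neutral control wells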
# Active calls of the source: *; ? = inconclusive; . = not tested or not shown; & = joins results of further samples. An excerpt. The share of hits here may be higher or lower than overall.
SMILES,NR2E3 ag-1,Peg3 promoter,NR2E3 ag-2,TRPM1 prom inh,Shn3 inh set2,KKLEB cytotox,PDI turbidity,Vif inh,CF NFkB inh,HIF-2a inh,CaV13 ICDI inh
O=C(NCC1=C(c2ccc3ccccc3c2)C[C@@H]2CC[C@H]1N2Cc1ccco1)c1cccnc1,-22,-8,.,.,7,0,3,1,-25,2,-8
CCCC1(CC(C)C)C(=O)NC(=S)NC1=O,-6,0,.,2,1,19,6,-3,-19,8,-10
CC(=O)[C@@]1(O)CCC2C3CC=C4C[C@@H](O)CC[C@]4(C)C3CC[C@@]21C (some centres undefined),-15,3,.,10,-25,-8,3,8,17,10,-9
Nc1ccc(S(=O)(=O)N2CCCCC2c2cccnc2)cc1 (centres undefined),-12,-9,2,-4,-3,-4,-7,-6,8,6,18
CCC(=NCCCN(CC)CC)c1c(O)n(-c2ccccc2)c(=O)[nH]c1=O,-23,32,-1,1,4,6,-1,-4,-8,17,.
CC(C)(C)c1nc(N2CCN(C(=O)c3ccco3)CC2)c2nnn(Cc3ccccc3Cl)c2n1,-30,2,-2,0,19,-4,0,1,13,-21,-9
Cc1c(P(=S)(c2ccccc2)c2ccccc2)[n+]2ccccc2n1C,-5&-11,-2&3,.,2,-26&-7,15&-4,-1&3,-20&-20,-3&12,6&3,-9&-4
Cc1cc(C=C2C(=O)N(C)C(=S)N(C)C2=O)c(C)n1-c1ccncc1,-3,8,-1,.,15,-12,7,2,12,15,-2
COC(=O)C1=C(c2cccc(OC)c2OC)C[C@@H]2CC[C@H]1N2C(=O)NCc1cccc2ccccc12,-16,-16,-2,9,14,-9,2,-5,11,-6,-5
CCOC(C(=O)OCCCN(CC)CC)(c1ccccc1)c1ccccc1,1,16,1,-9,-2,-5,?,3,9,21,.
O=S(=O)(NC1CN2CCC1CC2)c1ccc(Cl)cc1 (centres undefined),-11,-3,2,-8,-10,8,10,14,-4,10,-3
COC(=O)c1cc2c(s1)=NC=NP=2(N1CCOCC1)N1CCOCC1,-9&-17,-5&0,0,6&5,6&1,-9&6,6&1,1&14,25&-8,5&16,-9&-8
Cc1c(N=Nc2c(O)n(C)c(=O)n(C)c2=O)c(=O)n(-c2ccccc2)n1C,-20,1,2,-27,75,2,3,-3,-4,13,-3
Cc1nc2ccccc2c(=O)n1-c1cc([N+](=O)[O-])cc([N+](=O)[O-])c1,-13,3,5,45,10,4,-7,-2,-4,4,-3
CCCCC1(CCC)C(=O)NC(=S)NC1=O,3,4,.,-1,0,-1,-2,24,-3,14,-5
CCOC(=O)c1cccc(C2=C(CNC(=O)c3ccc([N+](=O)[O-])cc3)[C@H]3CC[C@@H](C2)N3Cc2ccccc2)c1,-6,1,.,.,15,-9,5,0,21,-10,-4
Cc1cc(C=O)c(C)n1CC1CCCO1 (centres undefined),-27,5,-1,-10,0,-2,-4,-1,-5,4,.
CN1/C(=C\C=C2C(=O)NC(=O)NC2=O)C(C)(C)c2ccccc21,-11,10,0,-13,18,-11,1,-1,3,3,-6
CS(=O)(=O)CCN1CC2CCCC(C2)C1,-35,-3,.,12,-19,-9,-8,-9,2,7,-9
CN(C)P1(N(C)C)=Nc2c(c(N)nn2C)C(c2ccccc2)=N1,5&-13,-17&3,-1,1&25,65&3,4&-1,15&26,2&-1,1&-5,-21&-10,-6&-7
COC(=O)C1=C(c2ccc(S(C)(=O)=O)cc2)C[C@@H]2CC[C@H]1N2C(=O)NCCNC(C)=O,13,11,0,1,6,-1,7,15,-23,3,-6
COc1ccc(CCN)cc1O,-3,2,0,8,-3,4,-3,0,3,8,-5
C[C@]12CCC(=O)C=C1C=C[C@@H]1[C@@H]2CC[C@@]2(C)[C@H]1CC[C@@]2(O)CCC(=O)O,-18,-7,3,-2,5,14,2,24,-9,7,-5
CC/C(=N\NC(=O)c1ccccc1O)c1c(O)n(C2CCCCC2)c(=O)[nH]c1=O,-37,-13,1,7,-7,-16,-6,-1,16,9,-1
Cc1cc(CN(C)C)c(OC(=O)N(C)C)cc1C,1,6,-1,1,-11,8,-13,-1,-4,7,-3

# The results go on:
SMILES,NR2E3 ag-1,Peg3 promoter,NR2E3 ag-2,TRPM1 prom inh,Shn3 inh set2,KKLEB cytotox,PDI turbidity,Vif inh,CF NFkB inh,HIF-2a inh,CaV13 ICDI inh
O=C1NC(=O)N(c2ccc(Cl)cc2)C(=O)/C1=C/c1coc2ccc(O)cc2c1=O,-39,0,3,4,24,4,4,-1,-12,9,-2
CCC(COC(=O)c1cc(OC)c(OC)c(OC)c1)(c1ccccc1)N(C)C (centres undefined),-5&-1,-9&-6,4&1&-1,-10&9,8&4&-9,-7&6,4&-11,-3&32&-6,13&-14,7&-6,-6&-5
CCSc1nnc([C@@H](N)Cc2ccccc2)o1,-1,-2,-4,-8,14,-18,3,-1,10,13,-6
CC(NC(=O)N1CC1(C)C)c1ccccc1 (centres undefined),0,1,.,7,-10,-1,-1,11,0,7,-5
Cc1cc(NC(=O)COC(=O)c2c(C)nn(Cc3ccccc3Cl)c2Cl)no1,-6,14,1,15,36,-10,7,.,1,16,.
CS(=O)(=O)c1ccc(C2=C(CNC(=O)c3cccnc3)[C@H]3CC[C@@H](C2)N3Cc2ccccc2)cc1,-14,-16,.,.,8,-7,0,1,5,1,-8
COc1ccc(-c2nn(CCC#N)cc2C(=O)Nc2ccccc2Cl)cc1,-10,12,-1,14,14,-8,-9,-6,4,5,-2
Cc1nnc2ccc(N3CCN(C)CC3)nn12,-31,5,.,-15,-2,8,2,17,-1,15,.
O=C(Cc1cccs1)N1CCC2(CC1)OCCO2,1,-5,0,-4,-2,1,-7,?,-3,-6,-6
Clc1ccc2[nH]c3c(c2c1)CCNC3,-1,10,0,11,-20,-12,-2,5,20,11,3
COc1ccc(C(=O)OC2CC[C@@]3(C)C4CCC5[C@]6(O)CC(O)[C@@]7(O)C(CN8CC(C)CCC8[C@@]7(C)O)[C@]6(O)C[C@@]53O[C@]24O)cc1OC (some centres undefined),-22,-16,-4,-10,10,1,1,2,-1,16,-9
CCN(CC)C(=O)COc1cc(C)cc2oc(=O)c3c(c12)CCCC3,5,24,.,0,-2,-4,-17,-2,-4,1,-5
Oc1c(Br)c(Br)c(Br)c(Br)c1Br,101*,48,1,2,-1,-7,.,-11,48,-38,.
O=C(Cc1c(Cl)cccc1Cl)N1CCN(Cc2ccccc2)CC1,4,8,-2,-2,3,0,12,10,6,3,-7
Cc1ccc(CNC2=NCCS2)cc1,-21,-9,-1,-6,-3,0,8,6,-9,-16,-4
CCCn1c(C(=O)c2ccccc2)nc2ccccc21,-18,-52,0,-14,-98,-6,1,20,-4,-250,1
CCN1CCN(C(=O)COc2ccc(S(=O)(=O)Nc3ccc(Cl)cc3)cc2)CC1,6,2,1,-4,5,13,-3,1,1,10,-5
O=C1NC(=O)C(=Cc2ccc(Oc3ccc([N+](=O)[O-])cc3)cc2)C(=O)N1,9,4,-2,2,6,-8,-3,-3,-4,8,.
COc1ccc(CCn2c(O)c(/C=N/N3CCOCC3)c(=O)[nH]c2=O)cc1OC,-16,-13,1,.,-12,6,3,-2,-2,13,-4
Clc1cccc(N2CCNCC2)c1,-1,0,-1,-11,31,13,4,2,1,-9,-6
COc1ccc(-n2c(-c3ccccc3)nc3ccccc3c2=O)cc1,-32,10,-1,3,17,-6,-6,-1,0,7,-15
CCC1(c2ccccc2)C(=O)N(COC)C(=O)N(COC)C1=O,-26,-6,2,8,-3&-7,-7,5,4&-10,4,2,-5
COc1cccc(NC(=O)[C@@H](NC(=O)N2C[C@H]3C[C@@H](C2)c2cccc(=O)n2C3)C(C)C)c1,-12,0,-1,.,2,5,.,1,20,7,.
Cc1cc([N+](=O)[O-])c2ccccc2[n+]1[O-],16,108*,-3,78*,?,-12,-2,?,-8,48*,.
CCN(CC)C(=O)c1ccc(NC(=O)c2c(C)noc2C)cc1,3,18,2,-2,6,1,2,-3,-18,-10,-1

# Next entries
SMILES,NR2E3 ag-1,Peg3 promoter,NR2E3 ag-2,TRPM1 prom inh,Shn3 inh set2,KKLEB cytotox,PDI turbidity,Vif inh,CF NFkB inh,HIF-2a inh,CaV13 ICDI inh
CCOC(=O)C1(CCc2ccccc2)CCN(Cc2cccc3c2OCO3)CC1,6,22,1,0,38,8,0,-12,6,14,-5
COc1cc2oc(=O)c(CC(=O)N3C[C@H]4C[C@@H](C3)c3cccc(=O)n3C4)c(C)c2cc1Cl,-17,5,.,4,-7,-21,.,-2,15,16,.
CC(=O)c1ccc2c(c1)C1C(Cl)C(Sc3ccccc3[N+](=O)[O-])CC1C(c1ccccc1[N+](=O)[O-])N2 (centres undefined),-2,26,-6,2,27,-7,1,-18,8,14,-5
O=P(O)(O)C12CC3CC(CC(C3)C1)C2,8,-2,1,1,-3,2,-3,-8,10,7,-5
C=CCC1([C@@H](C)CCC)C(=O)NC(=O)NC1=O,-21,4,.,-9,17,-4,4,7,-7,4,.
CCOC(=O)c1c(C)n(Cc2ccccc2)c2ccc(OCC(O)Cn3nc(C)cc3C)cc12 (centres undefined),-25,39,3,15,20,-8,5,-7,28,20,.
OC12ONC(c3ccccn3)C1N1CCC2CC1 (centres undefined),27,-23,1,4,7,15,0,1,-22,-1,-5
COP(=O)(OC)C(NC(=O)c1ccc(C)cc1)C(Cl)(Cl)Cl (centres undefined),-13,-14,0,-14,-12,-11,3,3,2,-20,-6
CN(C)C1=NP(N(C)C)(N(C)C)=NC(c2ccccc2)=N1,-31,11,5,-4,-2,-12,-2,-5,0,18,-5
O=c1[nH]c(=O)n(Cc2ccco2)c(O)c1/C=N/N1CCCCC1,-22,7,1,-2,-6,-10,-10,2,20,20,-2
CNC(=O)Oc1cccc2ccccc12,-18,2,-1,1,.,3,11,-2,0,13,1
COC1C(O)C(C)OC(OC2C(Oc3cccc4c(O)c5c(=O)oc6ccc(C)c7c(=O)oc(c34)c5c67)OC(C)C(O)C2O)C1O (centres undefined),-29,1,.,50,30,-7,0,51*,10,26,-7
